High-throughput results (PubChem BioAssay)
M18AAP inhibitor: blocks P. falciparum M18 aspartyl aminopeptidase. recombinant PfM18AAP, H-Glu-NHMec fluorogenic cleavage. inhibition, % at 7.35 µM. 290,000 tested, 1.2% active. AID 1822;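 active = inhibition above the campaign mean inhibition over all tested compounds plus 3 SD, cut at about 28% in these data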;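 also: 0% = plate median of test compound wells and 100% = 2 mM ZnCl2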
IDE cell inh: cellular human IDE inhibition; P14735; HEK cells, FAbetaB cleavage, fluorescence polarization; inhibition, % at 5.59 µM; 320,000 tested, 0.41% active; AID 434962;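 active = percent inhibition above the average of all tested compounds plus 3 SD, set per screening campaign, cut at about 16% in these data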;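 also: IDE supplied by intact live HEK cells; FP after avidin binding of uncleaved biotin substrate so inhibition keeps polarization high; 0% = DMSO wells and 100% = 60 µM reference IDE inhibitor Ii1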
IDE cell activ: IDE (human) activation, cell-based; P14735; HEK cells, FAbeta-B cleavage, fluorescence polarization; 0% vehicle, 100% cell-free pure enzyme wells; activation, % at 5.96 µM; 340,000 tested, 0.073% active; AID 493087;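 active = activation above the mean of all tested compounds plus 3 SD, set per screening campaign, cut at about 17% in these data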
NALP1 inh: inhibitors of NALP1 inflammasome in yeast; S. cerevisiae NALP1/ASC/caspase-1 growth, X-gal OD620, 72 h; inhibition, % at 10 µM; 280,000 tested, 0.61% active; in the data active = inhibition mostly above about 24%, no sharp cut-off; inactive = mostly below about 32%; also: some compounds called inactive have numbers as strong as hits
IMP-1 inhibitor: inhibitors of Pseudomonas aeruginosa IMP-1 metallo-beta-lactamase. 290,000 tested, 0.45% active. inhibition, % at 5.6 µM. purified IMP-1, nitrocefin hydrolysis, epi-absorbance fluorescence;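 active = inhibition above the mean plus 3 SD of all compounds in the same screening run, cut at about 4.5% in these data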;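 also: 0% = IMP-1 with DMSO and 100% = DMSO wells lacking enzyme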
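System: purified IMP-1 / Input: IMP-1 dispensed at 0.2 nM / Medium: 50 mM HEPES pH 7.1, 50 µM ZnSO4, 0.05% Brij 35 / Timing: 15 min enzyme–compound preincubation, then 25 min nitrocefin reaction, 25 °C / Technique: plate fluorescence quenching by hydrolysis product, ex 480/em 530 nm / Repeats: singlicate testing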
pCIP destab: lowers stability of the mouse p/CIP coactivator protein | Q05BA5 | F442A p/CIP-EGFP cells, EGFP fluorescence, 16 h | decrease of EGFP signal, % at 10 µM | 290,000 tested, 0.01% active;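 active = EGFP signal decrease of at least 30% at 10 µM or well 3 SD below plate mean, unless failing retest; inactive = the rest, including hits failing retest or dose response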; also: some compounds called inactive have numbers as strong as hits; many of its hits are not listed in these tables
Target sequence (Q05BA5 1-1403): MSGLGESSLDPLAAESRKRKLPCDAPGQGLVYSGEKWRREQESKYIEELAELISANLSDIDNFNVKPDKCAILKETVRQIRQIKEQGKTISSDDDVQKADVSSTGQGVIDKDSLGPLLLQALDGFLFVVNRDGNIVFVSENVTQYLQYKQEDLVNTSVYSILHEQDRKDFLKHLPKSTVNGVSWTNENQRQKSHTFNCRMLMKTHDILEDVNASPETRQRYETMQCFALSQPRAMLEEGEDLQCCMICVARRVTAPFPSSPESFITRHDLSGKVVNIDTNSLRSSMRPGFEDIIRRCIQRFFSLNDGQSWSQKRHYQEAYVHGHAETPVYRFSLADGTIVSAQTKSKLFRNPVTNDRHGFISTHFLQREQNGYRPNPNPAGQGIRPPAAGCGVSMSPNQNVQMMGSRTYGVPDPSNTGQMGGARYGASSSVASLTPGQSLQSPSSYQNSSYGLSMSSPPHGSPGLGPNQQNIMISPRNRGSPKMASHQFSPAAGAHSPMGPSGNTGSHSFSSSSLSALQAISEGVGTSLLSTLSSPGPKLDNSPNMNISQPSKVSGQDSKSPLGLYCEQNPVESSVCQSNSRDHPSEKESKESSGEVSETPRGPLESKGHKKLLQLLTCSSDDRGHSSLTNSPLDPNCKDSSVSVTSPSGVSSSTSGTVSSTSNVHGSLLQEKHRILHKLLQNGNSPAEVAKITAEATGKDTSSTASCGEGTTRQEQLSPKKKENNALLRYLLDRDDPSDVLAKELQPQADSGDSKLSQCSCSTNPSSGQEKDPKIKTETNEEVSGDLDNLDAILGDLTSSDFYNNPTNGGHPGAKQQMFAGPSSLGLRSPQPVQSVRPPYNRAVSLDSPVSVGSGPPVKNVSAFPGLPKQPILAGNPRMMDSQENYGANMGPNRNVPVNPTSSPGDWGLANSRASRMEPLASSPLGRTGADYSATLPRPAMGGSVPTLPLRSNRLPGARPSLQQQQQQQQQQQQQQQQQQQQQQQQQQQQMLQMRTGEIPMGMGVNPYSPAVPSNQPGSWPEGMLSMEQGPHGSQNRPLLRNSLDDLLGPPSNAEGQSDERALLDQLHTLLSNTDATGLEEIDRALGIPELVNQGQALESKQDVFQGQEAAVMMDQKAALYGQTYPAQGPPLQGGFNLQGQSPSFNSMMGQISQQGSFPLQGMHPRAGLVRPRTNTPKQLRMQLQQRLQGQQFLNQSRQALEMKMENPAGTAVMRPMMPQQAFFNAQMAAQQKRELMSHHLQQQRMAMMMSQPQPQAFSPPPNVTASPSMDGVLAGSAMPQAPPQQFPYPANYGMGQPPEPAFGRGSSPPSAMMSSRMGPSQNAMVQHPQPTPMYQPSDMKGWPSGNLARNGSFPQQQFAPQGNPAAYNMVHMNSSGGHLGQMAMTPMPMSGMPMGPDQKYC
GPR7 antagonist: blocks human GPR7 receptor signaling | P48145 | GPR7-expressing cells, fluorescence antagonist assay | inhibition, % at 4.4 µM | 290,000 tested, 1.1% active | AID 1861; in the data active = inhibition above about 16%, passing the limit was not always enough;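 also: cells stimulated with the agonist NPW; 0% = agonist with vehicle and 100% = vehicle without agonist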
PHOSPHO1 block: inhibitors of human PHOSPHO1 phosphatase; Q8TCT1; recombinant PHOSPHO1, absorbance phosphatase assay; inhibition, % at 13.3 µM; 290,000 tested, 1.1% active; AID 1565; in the data active = inhibition above about 60%
VIM-2 inhibitor: blocks Pseudomonas aeruginosa VIM-2 metallo-beta-lactamase; 290,000 tested, 0.89% active; purified VIM-2, nitrocefin hydrolysis, epi-absorbance fluorescence; inhibition, % at 5.6 µM;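 active = inhibition above the mean of all tested compounds plus 3 SD, cutoff set per screening run, cut at about 7.5% in these data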;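 also: red hydrolysis product quenches plate fluorescence so inhibitors raise well fluorescence; 0% = enzyme with DMSO and 100% = DMSO without enzyme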
* = called active by the depositor; nt = not tested or not shown; & = joins results of further samples.

SMILES	M18AAP inhibitor	IDE cell inh	IDE cell activ	NALP1 inh	IMP-1 inhibitor	pCIP destab	GPR7 antagonist	PHOSPHO1 block	VIM-2 inhibitor
CC(C)[C@H](N)C(=O)N1CCC(C(=O)N[C@@H](Cc2ccccc2)C(=O)NCc2ccc(F)cc2)CC1	-2	0	4	5	-0.9	-4	-1	12	-1.0
CCCCOc1ccc(C2C(=O)N(C3CCCCC3)CC(=O)N2CC2CCCO2)cc1 (stereo not drawn)	-14	6	7	8	-0.7	-4	-16	13	-1.1
COc1ccc(C(C)NC(=O)Cc2ccc(Br)cc2)cc1 (stereo not drawn)	-17	-2	-1	9	-1.1	-10	-3	3	-0.2
Cc1cc(Cl)c2oc(C(=O)N(C)C(C)c3ccccn3)c(C)c2c1 (stereo not drawn)	0	7	1	5	-1.2	-3	-6	18	-2.3
CC(=O)Nc1ccc(NC(=S)Nc2ccccc2)cc1	1	-1	-3	nt	-1.3	-2	-13	1	0.5
CC(C)c1ccc(NC(=O)CCNS(=O)(=O)c2cccc3nonc23)cc1	1	1	7	-101	-2.2	-19	-2	2	-4.0
O=C1/C(=C\c2cccnc2)Sc2ccccc21	21	11	-7	nt	-1.9	5	3	12	2.9
Cc1ccc(OCC(=O)NC(=S)Nc2ccc(Br)cn2)cc1	-7	-2	9	5	-2.3	-5	-16	24	-1.3
COc1cc(/C=C2/C(=O)N(C)C(=S)N2C)ccc1OCc1cccc(F)c1	4	0	5	-2	-2.3	-2	-9	29	-0.8
Cc1nnc(SCC(=O)NCc2ccc3c(c2)OCO3)s1	-9	0	4	31	-1.1	-4	-5	-3	1.7
Cn1c2ccccc2c2nnc(SCC(=O)Nc3ccccc3F)nc21	8	2	-2	0	-2.4	-3	-23	34	7.5
COc1ccc(C(=O)Nn2c(C)nc3ccccc3c2=O)cc1Br	-10	-1	2	3	0.0	-2	7	44	0.4
CCn1cc(C(=O)O)c(=O)c2cc(F)c(N3CCN(C(=S)NC(=O)c4cc(OC)cc(OC)c4)CC3)cc21	-1	-1	5	-1	-4.2	-10	-9	-43	-1.8
O=C(CN(Cc1ccccc1F)C(=O)c1csnn1)NCc1ccc2c(c1)OCO2	2	8	4	2	-1.9	9	4	-6	-3.9
CN(CCCN1CCCCC1)C(=O)CCc1nnc(C2CCCCC2)o1	-2	-2	1	9	-0.9	2	-7	-16	-1.8
COc1ccc(CCN(Cc2cc3ccc(C)cc3[nH]c2=O)C(C)=O)cc1OC	3	2	4	nt	-4.0	-4	-14	53	-2.5
CSc1nc(-c2ccccc2)nn1C(=O)c1ccc(C)cc1	1	2	2	14	-2.1	-12	-15	20	-2.0
O=C1C2CCCN2C(c2cccs2)N1c1ccc(F)cc1 (stereo not drawn)	3	2	-1	-23	-2.2	6	-2	-13	-2.8
CCOC(=O)CCC(=O)NCc1ccc2[nH]c(C)cc2c1	0	5	0	7	1.9	-9	19	10	0.6
COc1ccc(Cn2c(CCC(=O)Nc3ccccc3)nc3cccnc32)cc1	2	3	-1	-9	-4.4	-9	-4	-62	-1.3

The final two entries of the part above are carried over, then new ones follow:
SMILES	M18AAP inhibitor	IDE cell inh	IDE cell activ	NALP1 inh	IMP-1 inhibitor	pCIP destab	GPR7 antagonist	PHOSPHO1 block	VIM-2 inhibitor
CCOC(=O)CCC(=O)NCc1ccc2[nH]c(C)cc2c1	0	5	0	7	1.9	-9	19	10	0.6
COc1ccc(Cn2c(CCC(=O)Nc3ccccc3)nc3cccnc32)cc1	2	3	-1	-9	-4.4	-9	-4	-62	-1.3
CCOc1ccc(-n2c(Cc3cc(=O)[nH]c(=O)[nH]3)nnc2SC(C)C)cc1	1	8	3	4	-7.0	-9	-11	48	-2.2
COCCOC(=O)c1nccnc1C(=O)Nc1ccc(S(=O)(=O)N2CCOCC2)cc1	-17	8	nt	nt	-1.1	0	-5	27	0.4
Cc1ccc(-n2c(C)cc(/C=N/NC(=O)c3ccc(CN4CCOCC4)cc3)c2C)cc1	8	-3	-4	-10	-0.9	14	-7	21	0.9
COc1ccc(-c2cn(-c3ccccc3)c3[n+]2CCS3)cc1	-5&0	1&2	2&1	28&14	0.0&-3.0	-28&-8	4&-5	-10&7	-3.3&-5.2
CN1C(=O)Cc2cc(S(=O)(=O)NCCc3ccc(Cl)cc3)ccc21	-13	2	12	15	-2.4	-4	-5	43	2.7
COCc1nc(-c2ccc(-c3ccc(OC)cc3)nc2OC)no1	-14	7	-7	23	-2.2	-14	12	8	1.4
N#C/C(=C/c1ccc(-c2ccc(S(N)(=O)=O)cc2)o1)c1nc2ccccc2s1	-6	40*	-48	28	-0.9	-271	11	-6	-1.4
COCCCN(Cc1ccco1)C(=O)CSc1nc2ncccc2[nH]1	7	3	6	16	-4.1	-9	-15	48	-4.8
CCOC(=O)CSc1ccccn1	-2	1	5	-1	-2.6	-2	-14	39	-1.6
CCC(C)c1ccccc1NC(=O)Cc1coc2cc3c(cc12)CCC3 (stereo not drawn)	-6	-4	2	33	-1.1	-10	-4	-8	-4.7
CC1Cc2ccccc2N1C1=CC(=O)CCC1 (stereo not drawn)	1	-2	7	25	0.6	-7	9	9	0.4
Cc1ccccc1CNC(=O)C1CCC(=O)N(CC2CCCCC2)C1 (stereo not drawn)	1	7	-6	-6	-4.3	2	4	10	-1.8
C(=N\n1cnnc1)/c1ccc(N2CCOCC2)s1	17	-2	1	11	-2.6	-24	-14	34	-4.2
O=C(CN1C(=O)c2ccccc2C1=O)N1CCN(c2ccccc2)CC1	6	10	5	-7	-3.2	-5	4	5	-0.3
Cn1c2[n+](c3ccc(Cl)cc3c1=O)Cc1ccccc1-2	-4	-3	7	nt	-2.4	-1	3	30	-2.1
O=C(/C=C/c1ccc([N+](=O)[O-])cc1)NCCc1ccccc1	-13	6	2	8	-1.6	6	4	-10	-1.9
CC(C)CN(C(=O)CN1CCN(c2cccc(Cl)c2)CC1)c1c(N)n(CC(C)C)c(=O)[nH]c1=O	-11	4	2	-8	-2.7	11	-11	-10	-0.5
COC(=O)C1CCN(C(=O)COC(=O)CC(NC(C)=O)c2ccccc2)CC1 (stereo not drawn)	-10	6	6	-11	1.6	-2	-12	35	-4.1
Cc1ccc(N(Cc2cc3ccccc3[nH]c2=O)S(C)(=O)=O)cc1	0	1	-1	28	-1.3	10	-10	-4	-3.6
O=C(COc1ccccc1)Nc1nnc(-c2ccccc2)o1	1	8	4	4	-4.0	-4	-12	3	-1.3
CCOC(=O)C1CCN(S(=O)(=O)c2ccc(Cl)cc2)CC1	-3	1	3	-2	-0.9	-3	24	24	3.4
Cc1ccc(S(=O)(=O)c2nnn3c2nc(N2CCOCC2)c2ccccc23)cc1C	-19	3	1	14	-0.6	5	-1	29	4.4
Cc1noc2ncnc(N3CCCCC3)c12	-12	6	4	17	-0.1	-14	-13	29	0.7
Cc1nc2ccc(NC3=NCCCCC3)cc2s1	-7	2	1	6	-4.1	-5	-6	21	-1.8
O=C(CCn1c(=O)oc2ccccc21)Nc1ccc2c(c1)OCCO2	nt	1	-3	-6	nt	1	nt	-10	nt
O=C(c1cccs1)n1nc(-c2cccnc2)nc1NCc1ccco1	-2	nt	10	-11	-1.2	-4	-10	27	-2.8
CCN(CC)S(=O)(=O)c1cccc(-c2nnc(SC(C)C#N)n2Cc2ccccc2)c1 (stereo not drawn)	4	4	-3	2	-3.8	-18	-4	41	-5.1
CC1(C)Oc2ccc(C(=O)N3CCc4ccccc43)cc2N(CC(=O)N2CCCC2)C1=O	-6	-3	-1	-12	-5.2	-1	-17	-4	-2.4
CN(CC(=O)O)S(=O)(=O)c1ccc(F)cc1	-3	2	0	-74	-4.2	-3	-18	9	-0.9
Cc1ccc(C2C(=O)N(C3CCC(C)CC3)CC(=O)N2C2CC2)cc1 (stereo not drawn)	-18	0	-2	5	-6.4	-5	-7	-1	-1.7
Cc1c(NC(=S)NC(NC(=O)CC(C)C)C(Cl)(Cl)Cl)c(=O)n(-c2ccccc2)n1C (stereo not drawn)	10	0	1	22	-4.3	-4	3	6	-3.4
O=C(CSc1nnnn1-c1ccc2c(c1)OCCO2)N1CCN(C(=O)c2ccco2)CC1	-3	4	4	17	-3.0	-3	-2	0	-1.4
Cc1cccc(NC(=S)N(CCN(C)C)Cc2cc3cc(C)cc(C)c3[nH]c2=O)c1	-5	2	-2	16	-1.9	9	-5	-18	-1.4
CN(CC1CCCN(CCc2ccc(Cl)cc2)C1)C(=O)c1ccco1 (stereo not drawn)	-8	2	7	20	-0.8	-12	11	15	-1.3
Cc1ccc(S(=O)(=O)CNC(=S)c2ccc3ccccc3c2)cc1	14	6	-12	-1	-1.7	-3	0	86*	2.5
CC(=O)N1N=C(c2ccco2)CC1c1ccco1 (stereo not drawn)	-6	nt	4	5	-3.1	-1	-6	-12	-1.6
CC(=O)c1cc2c(cc1N(C(=O)c1ccco1)C(C(=O)NC1CCCC1)c1ccccc1F)OCO2 (stereo not drawn)	-1	0	-3	-2	-1.8	-15	-10	24	-1.5
O=C(Nc1cccnc1)c1ccc([N+](=O)[O-])o1	3	1	4	21	0.8	-12	26	33	1.4
COc1ccc(C(=O)N2CCC3(CC2)NCCc2[nH]cnc23)cc1OC	-8	5	7	22	-3.4	12	-9	12	-0.6
CCOc1ccc(-n2c(SCc3ccc([N+](=O)[O-])cc3)nnc2-c2ccccc2)cc1	-1	-2	-1	9	-2.7	-6	-14	-6	-5.6
Cc1c(C(=O)N2CCc3ccccc3C2)oc2ccccc12	2	-1	3	0	-1.9	7	-1	12	-0.8
CN(C1CCCCC1)S(=O)(=O)c1ccc2c(c1)c(=O)c(C(=O)NCCN1CCCC1)cn2C	2	0	5	-14	-0.9	-3	-5	15	-4.4
COC(=O)c1ccc(Cn2cc(C(F)(F)F)ccc2=O)cc1	-7	-3	3	15	-0.1	-4	-9	24	-2.9
CC(C)=NOc1nc(N(C)C)nc(N(C)C)n1	-7	4	6	31	1.4	-7	-2	-5	2.9
N=c1sc2ccccc2n1-c1ccccc1	-4	-3	1	9	-3.6	2	-12	21	-3.6
COc1cccc(/C=N/NC(=O)C[n+]2ccccc2)c1OC	0	-4	-3	20	-2.4	6	-5	-8	-2.1
Cc1ccccc1C(=O)N(C)c1ccccc1C(=O)NCc1ccccc1	-1	-3	1	4	-2.8	-6	-11	-5	-1.7
O=C(O)CS(=O)CC(=O)Nc1cccc(C(F)(F)F)c1 (stereo not drawn)	6	9	3	-22	0.0	1	2	46	-0.8
CN(C)c1ccc(NC(=S)N2CCN(c3ncc(C(F)(F)F)cc3Cl)CC2)cc1	21	14	3	10	0.7	-7	-10	39	1.2
COc1ccc(-c2nnc(SCc3cccc(C)c3)n2N)cc1	3	1	-5	-14	-3.2	-5	4	29	-2.6
CC1=NN(c2ccc(C)c(C)c2)C(=O)C1C(c1cccc(O)c1)C1C(=O)N(c2ccc(C)c(C)c2)N=C1C (stereo not drawn)	6	5	3	2	-2.4	6	10	50	-2.3
O=C(COC(=O)/C=C/c1ccccc1[N+](=O)[O-])Nc1ccc(OCc2ccccc2)cc1	8	-3	3	29	-3.7	-10	-1	5	-0.1
